Assay outcomes as filed in PubChem BioAssay.
SDO1 yeast rescue: compounds rescuing growth of sdo1-depleted yeast, bone marrow failure model; hit rate 0.21% among 140,000; z-score at 10 µM; S. cerevisiae sdo1-depleted JHY4D growth rescue, OD600 30 h; active compounds read high; pdr5 snq2 efflux-pump mutant strain;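 active = z-score above 3 at both the 24 hr and the 30 hr optical density reads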;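 also: z-score against mean and SD of all compound wells on the same plate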
Insulin prom inh: TRM-6 insulin promoter activity inhibition; TRM-6 cells (human fetal islet line), insulin promoter-eGFP reporter, imaging; reporter expression induced with tamoxifen; inhibition, % at 2 µM; hit rate 0.9% among 130,000; AID 1273;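 active = inhibition above the mean plus 3 SD, with well images judged a real hit on visual review, cut at about 60% in these data, passing the limit was not always enough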
SDO1 yeast rescue Rescue 24 h: further read-out of SDO1 yeast rescue, marked with its call; z-score; S. cerevisiae sdo1-depleted JHY4D growth rescue, OD600; measured here: growth rescue at 24 h;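 0 is the plate mean of compound wells and units are plate SD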
Starred values were filed as active, the others as inactive; nt = no result given. The list is partial; the hit share may differ from the screen's.

SMILES	SDO1 yeast rescue	SDO1 yeast rescue Rescue 24 h	Insulin prom inh
CCCCC(=O)Nc1ccc(NC(=O)c2cc(OC)c(OC)c(OC)c2)cn1	-0.25	-1.1	55
CCOc1ccc(-n2c(=O)[nH]cc(C(=O)N3CCCc4ccccc43)c2=O)cc1	0.23	0.12	-36
Cc1ccc(SCC(=O)N2CCC(C(N)=O)CC2)cc1	nt	nt	61
O=C(c1ccc(Cl)cc1)N(Cc1ccc(Br)cc1)N1C(=O)CCC1=O	nt	nt	-3
CCCCSc1nc2c(=O)[nH][nH]c(=O)c2n1Cc1ccccc1	0.23	-0.9	19
CCOC(=O)N1CCN(S(=O)(=O)c2ccc(C)cc2)C1c1ccc(OC)cc1 (configuration not stated)	-1.4	-1.2	nt
COc1cc(OC)c(C2C(C(=O)O)c3ccccc3C(=O)N2C)cc1OC (configuration not stated)	-0.07	-1.1	nt
COc1ccc(N2CCC(CNC(=O)Nc3ccc(C)c(C)c3)C2)cc1 (configuration not stated)	-1.3	-0.12	45
CCOCCCNS(=O)(=O)c1ccc(-n2cnnn2)c(OC)c1	-0.41	-1.1	-31
Cc1ccc2[nH]c(-c3cccc(N)c3)cc2c1	-0.32	0.01	9
Cc1c(NC(=S)SCc2ccccc2)c(=O)n(-c2ccccc2)n1C	nt	nt	10
O=C1CC(Nc2ccc(N3CCOCC3)cc2)C(=O)N1C1CCCCC1 (configuration not stated)	1.2	1.5	-193
O=C(NCCc1ccccc1)C1CCC(CNc2c(N3CCCCC3)c(=O)c2=O)CC1 (configuration not stated)	2.1	2	-50
Cc1ncc(CO)c(/C=N/NC(=O)c2ccc(Br)cc2)c1O	1.8	1.5	31
CSc1nc(Cl)cc(N2CCOCC2)n1	nt	nt	45
Cc1ccc(CN2CCN(CC(=O)N3CCc4ccccc4C3)C2=O)cc1	-0.49	-0.74	-5
O=C(CCCN1C(=O)c2ccccc2C1=O)NC1=NCCS1	0.05	-0.07	0
O=C(Nc1cccc(-c2nc3ccccc3c(=O)o2)c1)c1ccccc1	nt	nt	21
CCOC(=O)C1(C)NC(c2cccs2)C2C(=O)N(c3ccc(C)cc3)C(=O)C21 (configuration not stated)	nt	nt	-11
CCOC(=O)c1c(C)[nH]c(C)c1C(=O)CSc1nncs1	nt	nt	-24
Cc1ccc(-n2cnc3c(sc4nccc(N(C)C)c43)c2=O)cc1	0.21	0.26	-42
CCOc1cc(/C=C2\C(=O)N(CCc3ccc(OC)c(OC)c3)C(C)=C2C(=O)OC)ccc1O	-0.47	-0.98	-3
COC(=O)c1ccc(NC(=O)C(=O)N2CCN(C(=S)Nc3cccc(C)c3C)CC2)cc1	-0.05	-0.08	-14
CC(C)Cc1nnc(NC(=O)CS(=O)(=O)Cc2ccccc2)s1	0.83	0.96	-6
CC(C)(C)NC(=O)C(OC(=O)c1cccs1)c1ccc(F)cc1 (configuration not stated)	nt	nt	-18
More results
SMILES	SDO1 yeast rescue	SDO1 yeast rescue Rescue 24 h	Insulin prom inh
CCOC(=O)c1nnn(CC(=O)N2N=C(c3cc(C)ccc3C)CC2c2ccc(OC)cc2)c1C(=O)OCC (configuration not stated)	2.2	-0.1	38
O=C(O)CSCC(=O)Nc1cccc2ccccc12	0.28	0.15	30
COc1ccccc1CNc1nc(SC)ncc1CO	-0.68	-1	-10
Cc1cc(C(F)(F)F)c2c(N)c(C(=O)Nc3cc(C)on3)sc2n1	-1.1	-0.97	11
O=C(CCCn1c(=O)[nH]c2cc(Cl)ccc2c1=O)NCCCN1CCCC1=O	0.98	0.67	-41
O=S(=O)(c1ccccc1)N(C1=NCCS1)S(=O)(=O)c1ccccc1	0.43	-0.33	nt
Cc1oc(C(=O)O)cc1COc1ccc2c(C)cc(=O)oc2c1	0.29	-0.46	-62
Cn1c(=S)[nH]c2ccccc21	0.92	0.66	-4
Cn1c(SCC(=O)NCc2ccccc2)nnc1-c1ccc(NC(=O)CCc2ccccc2)cc1	0.66	1.7	29
CC1(c2ccc3ccccc3c2)NC(=O)N(CC(=O)Nc2cccc(S(=O)(=O)N3CCOCC3)c2)C1=O (configuration not stated)	0.45	1.1	-21
O=C(NCCOc1ccccc1)c1ccccc1[N+](=O)[O-]	nt	nt	-456
Cc1nc2c(-c3ccccc3)c(C)[nH]n2c(=O)c1Cl	0.47	0.75	-105
O=C(c1ccc(O)cc1)c1ccc(Cl)cc1	-0.07	-0.36	-21
C=CCSc1nc(-c2ccccc2)c(C#N)c(=O)[nH]1	0.55	0.42	-3
CCCCc1cc(=O)oc2c(CN(C)C)c(O)ccc12	-0.28	-0.91	-36
CCc1c(C(=O)N/N=C/c2ccsc2)csc1C	-0.18	-0.34	-7
COCCN(CCOC)C(=O)Nc1ccc(Cl)cc1	nt	nt	-36
Cc1ccc(-c2csc3ncnc(NS(=O)(=O)c4ccc(Cl)cc4)c23)cc1	-1.4	-1.1	nt
Cc1ccc(S(=O)(=O)NCCC(=O)Nc2ccc(C)cc2C(=O)c2ccccc2)cc1	-0.7	-0.69	-61
O=C(NCc1ccco1)c1ccc(-c2ccccc2Cl)o1	nt	nt	7
CCOC(=O)N1CCN(C(=O)c2cn(CC(C)C)c(=O)c3c2c2ccccc2n3C)CC1	1.4	0.71	nt
CC(C)c1ccc(C(=O)N2CCN(CCO)CC2)cc1	0.93	0.43	nt
CN(CP(=O)(O)C(O)c1ccccc1)S(C)(=O)=O (configuration not stated)	-0.43	-0.52	0
O=C(CSc1nc(N2CCCCC2)nc(N2CCCCC2)n1)N1CCN(c2ccccc2)CC1	-1.5	-0.96	nt
O=C(NCc1ccc(F)cc1)N[C@@H](Cc1ccccc1)C(=O)O	-0.01	-0.43	nt

The last 3 compounds of the section above lead into the next.
SMILES	SDO1 yeast rescue	SDO1 yeast rescue Rescue 24 h	Insulin prom inh
CN(CP(=O)(O)C(O)c1ccccc1)S(C)(=O)=O (configuration not stated)	-0.43	-0.52	0
O=C(CSc1nc(N2CCCCC2)nc(N2CCCCC2)n1)N1CCN(c2ccccc2)CC1	-1.5	-0.96	nt
O=C(NCc1ccc(F)cc1)N[C@@H](Cc1ccccc1)C(=O)O	-0.01	-0.43	nt
Cc1ccc(N(CCCCN2C(=O)c3ccccc3C2=O)C(=O)c2cccs2)cc1	-1.7	-1.1	-19
O=c1c2ccccc2n2nnnc2n1-c1ccccc1	0.23	-0.33	39
CC(C)(C)OC(=O)N/N=C\c1ccc(OC(=O)c2ccco2)cc1	nt	nt	-6
CCn1c(Cc2ccccc2)nnc1SCC(=O)Nc1ccc(OC)cc1	-0.45	-0.52	-7
COc1cc(OC)cc(C(=O)N(Cc2nc(-c3cccc(C)c3)no2)C(C)C)c1	-0.97	-1.3	29
COc1ccccc1C(=O)N1CCCC(c2nc(-c3cc(OC)c(OC)c(OC)c3)no2)C1 (configuration not stated)	0.63	0.42	-13
CCOC(=O)CCc1c(C)c2ccc(OCc3nn[nH]n3)c(C)c2oc1=O	0	-0.73	nt
NC(=O)c1c(NC(=O)c2cc3ccccc3o2)sc2c1CCC2	-0.23	1.9	nt
COc1cccc(C(=O)NCc2nnc(SCC(=O)Nc3nccs3)n2-c2ccccc2)c1	-0.38	-0.54	nt
C#CCN1CC(C)/C(=N/O)CC1C (configuration not stated)	1.7	2.2	nt
C=CCNCCCCOc1ccc(Br)cc1C	-0.12	-0.38	-26
Cc1ccc(S(=O)(=O)/N=C2/NC(=O)/C(=C/c3ccccn3)S2)cc1	nt	nt	-14
COCc1cc(=O)[nH]c(Nc2nc(C)c3cc(OC)ccc3n2)n1	0.46	0.84	14
CCOc1cccc(CN2CCN(c3cccc(C(F)(F)F)c3)CC2)c1O	-1	-1.1	50
COc1ccc(CNc2oc(Cc3cccc4ccccc34)nc2C#N)cc1	-0.1	0.64	nt
COc1ccc(CCNC(=O)CN2CCN(S(=O)(=O)c3ccc(Cl)cc3)CC2)cc1OC	0.27	0.49	-20
COC(=O)C1=C(C)N(C)C(=S)N(C)C1c1cccc(Br)c1 (configuration not stated)	nt	nt	6
COc1ccc(OC)c(-c2oc3ccccc3c(=O)c2O)c1	-1.1	-1.1	-108
CCC(C)(C)n1nnnc1C(c1ccc2ncccc2c1)N1CCN2CCCC2C1 (configuration not stated)	0.78	0.11	6
O=C1/C(=C/c2ccc(N3CCCC3)cc2)NC(=S)N1C1CC1	-1.1	-0.42	-186
O=C(N1CCCCC1)N1CCN(c2ccc(Cl)cc2)CC1	1.3	1.3	-18
O=C(Cc1cccs1)NNC(=O)C12CC3CC(CC(C3)C1)C2	nt	nt	-33
CN(C(=S)NC1=CCS(=O)(=O)C1)C1CCCCC1	-0.36	-0.82	-53
Cc1ccccc1CNC(=O)Nc1cccs1	-0.92	-1.3	64
COc1cc(OC)cc(C(=O)NNC(=S)Nc2ccccc2OC)c1	0.5	0.2	-25

The closing 3 compounds of the part before lead into the next.
SMILES	SDO1 yeast rescue	SDO1 yeast rescue Rescue 24 h	Insulin prom inh
CN(C(=S)NC1=CCS(=O)(=O)C1)C1CCCCC1	-0.36	-0.82	-53
Cc1ccccc1CNC(=O)Nc1cccs1	-0.92	-1.3	64
COc1cc(OC)cc(C(=O)NNC(=S)Nc2ccccc2OC)c1	0.5	0.2	-25
Cc1ccc(Cl)cc1-n1c(=O)cc(N2CC(C)OC(C)C2)[nH]c1=O (configuration not stated)	0.52	0.31	-118
O=C(/C=C/c1ccc(Br)cc1)c1ccc(NC2=NCCCS2)cc1	-2.2	-0.86	46
CCOc1ccc(Cl)cc1S(=O)(=O)N1CCCC1	-0.11	-0.62	-31
Cc1ccc(Cl)c(OCC(=O)Nc2sc(C)c(C)c2C#N)c1	1	2.9	nt
CC(C)c1ccc(NC(=O)CNS(=O)(=O)c2ccc(F)cc2)cc1	nt	nt	41
O=C(NC1CCN(Cc2ccccc2)CC1)c1cc(-c2ccccn2)nc2ccccc12	0.96	0.06	-20
O=C1CSc2nc3ccccc3n21	2.5	3.6	0
NC1(N)OC(CN2C(=O)c3ccccc3C2=O)CS1 (configuration not stated)	0.22	0.04	nt
O=C(Nc1ccc(-c2nc3cccnc3s2)cc1)c1ccco1	-2	-1.1	nt
CCc1ccc2[nH]c3nc(SCC(=O)NNC(=O)c4ccc(C(C)(C)C)cc4)nnc3c2c1	1.5	2.3	-12
CCSc1nnc(NC(=O)C2Cc3ccccc3CN2C(=O)c2ccco2)s1 (configuration not stated)	-0.51	-0.33	nt
Cc1ccc(OCc2nc(C#N)c(N3CCN(Cc4ccccc4)CC3)o2)cc1	-1.9	-1.6	nt
COC(=O)c1cc(NCc2ccc3c(c2)OCO3)ccc1N1CCOCC1	0.44	0.21	nt
O=C1CN(C(=O)COC(=O)c2ccc[n+]([O-])c2)c2ccccc2N1	nt	nt	11
COc1ccc(OC)c(S(=O)(=O)Nc2cc(Cl)cc(Cl)c2)c1	-0.97	-0.97	33
COCc1nnc(NC(=O)c2cc(Cl)ccc2OC)s1	0.81	0.39	-38
C=C(C)CN(CC)c1nc(N)c(C#N)c(CC#N)c1C#N	0.47	0.05	-40
C/C(=N\NC(=O)CSCc1ccc([N+](=O)[O-])cc1)c1cccc(Br)c1	-0.53	-0.78	-50
O=C(CCSc1nnc(-c2ccco2)o1)Nc1ccccc1	-0.04	-0.52	45
CCCN(CC(=O)Nc1ccc(Cl)cc1Cl)Cc1cc(=O)n2ccsc2n1	nt	nt	-37
CC(C)(C)NC(=O)CN(C(=O)CCN1CCCc2ccccc21)C(C)(C)C	-1.6	-1	-57
COC(=O)NNC(=S)NCc1ccc(C)cc1	1.5	1.2	nt
CCc1ccc2oc(-c3cc(N)ccc3Cl)nc2c1	-2.2	-1.6	nt
CCOCC(=O)Nc1nnc(SCCOC)s1	0.44	0.26	30
CC1CCCCC1NC(=O)CC1Oc2ccccc2NC1=O (configuration not stated)	0.74	1.1	nt

2 successive records out of the list so far, quoted:
SMILES	SDO1 yeast rescue	SDO1 yeast rescue Rescue 24 h	Insulin prom inh
Cc1ccc(Cl)cc1-n1c(=O)cc(N2CC(C)OC(C)C2)[nH]c1=O (configuration not stated)	0.52	0.31	-118
O=C(/C=C/c1ccc(Br)cc1)c1ccc(NC2=NCCCS2)cc1	-2.2	-0.86	46

Further compounds follow:
SMILES	SDO1 yeast rescue	SDO1 yeast rescue Rescue 24 h	Insulin prom inh
CC(C)c1nc(Cl)c(C#N)c2c1CSC(C)(C)C2	-0.32	-0.96	0
CC(NCc1ccc2c(c1)OCO2)C(=O)N1CCc2ccccc21 (configuration not stated)	-0.45	-0.5	3
O=C(Nc1ccc(N2CCCC2)c(S(=O)(=O)Nc2cccc(C(F)(F)F)c2)c1)c1cccs1	-0.21	0.32	-15
CCOc1cc(C(=O)N2CCCC2)cc(OCC)c1OCC	1.8	3	-412
O=C(CSCc1ccccc1Br)NC1CC1	1.8	1.3	18
N/C(Cc1ccc(Cl)cc1Cl)=N\OC(=O)Cc1cccs1	-1.6	-0.07	-57
Cc1ccc(C)c(NC(=O)c2ccc[n+](Cc3ccc([N+](=O)[O-])cc3)c2)c1	-0.59	-1.1	-233
Brc1ccc(OCCCCCN2CCOCC2)cc1	nt	nt	0
CCN1CCN(CC(=O)N2N=C(c3ccc(OC)cc3)CC2c2ccc(OC)cc2)C(=O)C1=O (configuration not stated)	nt	nt	49
CCN=c1scc(-c2ccccc2)n1/N=C/c1ccccn1	-0.96	-1.2	nt
CCOC(=O)c1c(C)[nH]c(C(=O)OCC(=O)c2c(N)n(C)c(=O)n(C)c2=O)c1C	nt	nt	35
O=C(Cn1c(C(F)(F)F)nc2ccccc21)NCCCN1CCOCC1	1.1	1	-14
O=C(Nc1ccccc1N1CCOCC1)C1CCN(S(=O)(=O)c2ccccc2F)CC1	0.33	0.4	-30
